# SUMO HTRF inh – SUMOylation inhibition; inhibition, % at 35 µM; HTRF SUMOylation assay, SAE1/SAE2 + UBC9, in vitro; 290,000 tested, 0.36% active; P63279; AID 2006; in the data active = inhibition above about 50%, passing the limit was not always enough; note: strong numbers were not always called active
# Target sequence (P63279 whole entry, looked up): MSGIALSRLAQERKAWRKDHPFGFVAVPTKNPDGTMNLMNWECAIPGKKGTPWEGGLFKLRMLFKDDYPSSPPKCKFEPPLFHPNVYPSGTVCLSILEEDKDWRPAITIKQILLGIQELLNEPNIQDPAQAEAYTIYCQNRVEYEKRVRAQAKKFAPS
# CRFR2-BP ag – CRF-BP/CRF-R2 complex agonism | HEK293 CRF-R2/CRF-BP, calcium dye fluorescence (FLIPR); percent of saturating CRF peptide response | 350,000 tested, 0.46% active | activation, % at 13.2 µM;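 active = activation of at least 50%, plus an integration ratio under a set limit after plate pattern correction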;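 note: plate controls were neutral control wells without compound for no effect and CRF at EC100 for full effect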
# FID counter – displaces DNA intercalator in HCV helicase counter-screen | AID 1845 | inhibition, % at 7.9 µM | 290,000 tested, 0.17% active | DNA fluorescent intercalator displacement, fluorescence; in the data active = inhibition above about 37%;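 note: 0% = vehicle and 100% = reference compound; higher means more ethidium bromide displaced from hairpin DNA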
# HCV NS3 hel inh – blocks Hepatitis C virus NS3 helicase unwinding | 290,000 tested, 0.56% active | inhibition, % at 10.9 µM | NS3 helicase DNA unwinding, Cy5 molecular beacon fluorescence | AID 1800;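 active = inhibition above the mean of all tested compounds plus 3 SD, set per campaign, cut at about 35% in these data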;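 note: 0% = DMSO wells and 100% = thioflavine S control wells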
#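 Assay system: hepatitis C virus NS3 helicase domain fragment enzyme. Also added: annealed dual-labelled DNA beacon duplex, ATP-started. Timing: 1 h reaction at 25 °C, ATP-initiated. Technique: Cy5 fluorescence at 0 and 60 min, beacon hairpin quenching. Evaluation: % inhibition of unwinding. Replication: one well per compound.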
# MEKK2mut PB1 HTS – signal of MEK5 binding to mutant human MEKK2 PB1 domain. bead flow cytometry, Alexa488-MEK5 binding to MEKK2 mutant. percent response, % at 10 µM. 290,000 tested, 0.35% active. AID 1530; in the data active = percent response above about 24%, passing the limit was not always enough; note: inactives centre near 1; some results filed as inactive read as strong as hits; reference of the scale not given here
# GalR3 antagonist – blocks the human galanin receptor 3; inhibition, % at 3 µM; 360,000 tested, 0.44% active; HEK293 GalR3-CNG cAMP membrane potential fluorescence; galR3 body fused to GalR1 C-terminus; AID 651719; O60755;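 active = inhibition above the screen-wide average plus 3 SD, cut at about 13% in these data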;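 note: forskolin and galanin both at EC90 stimulate the cells; cAMP rise reported by CNG channel membrane potential dye signal; 0% = forskolin plus galanin with DMSO and 100% = forskolin alone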
# Target sequence (O60755 1-299 limits assumed): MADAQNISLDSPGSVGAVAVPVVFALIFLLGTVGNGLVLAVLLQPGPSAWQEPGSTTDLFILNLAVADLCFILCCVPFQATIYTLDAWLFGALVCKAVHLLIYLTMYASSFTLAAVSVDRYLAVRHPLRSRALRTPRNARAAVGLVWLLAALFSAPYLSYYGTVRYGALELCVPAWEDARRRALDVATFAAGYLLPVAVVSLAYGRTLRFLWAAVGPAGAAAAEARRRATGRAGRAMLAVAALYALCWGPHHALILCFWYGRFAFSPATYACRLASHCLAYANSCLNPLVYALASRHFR
# CRFR2-BP antag – CRF-BP/CRF-R2 complex antagonism. HEK293 CRF-R2/CRF-BP, CRF-induced calcium fluorescence. inhibition, % at 11.8 µM. 350,000 tested, 0.59% active;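 active = inhibition of the ligand-induced calcium signal above about 50% at the single tested concentration, limit read from the data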
# MEKK2 WT-MEK5 – raises or lowers MEK5 binding to wildtype human MEKK2 PB1 domain | bead flow cytometry, Alexa488-MEK5 binding to MEKK2 WT; actives lie on both sides | binding response (% of control), % at 10 µM | 290,000 tested, 1.1% active | AID 1531; in the data active = binding response below about 67% or above about 130%
# MEKK3 PB1 HTS – raises or lowers MEK5 binding to the human MEKK3 PB1 domain; binding response (% of control), % at 10 µM; 290,000 tested, 1.4% active; bead-based flow cytometry, Alexa488-MEK5 binding to MEKK3; actives lie on both sides; 0 = blocked by unlabeled MEK5, 100 = vehicle; Q99759;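 active = binding response more than 3 SD above or below the average of its plate-row segment, actives on both sides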;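 note: Alexa488 bead fluorescence after subtracting the streptavidin-only scavenger bead signal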
# Target sequence (Q99759 whole entry, looked up, the tested form may be a part): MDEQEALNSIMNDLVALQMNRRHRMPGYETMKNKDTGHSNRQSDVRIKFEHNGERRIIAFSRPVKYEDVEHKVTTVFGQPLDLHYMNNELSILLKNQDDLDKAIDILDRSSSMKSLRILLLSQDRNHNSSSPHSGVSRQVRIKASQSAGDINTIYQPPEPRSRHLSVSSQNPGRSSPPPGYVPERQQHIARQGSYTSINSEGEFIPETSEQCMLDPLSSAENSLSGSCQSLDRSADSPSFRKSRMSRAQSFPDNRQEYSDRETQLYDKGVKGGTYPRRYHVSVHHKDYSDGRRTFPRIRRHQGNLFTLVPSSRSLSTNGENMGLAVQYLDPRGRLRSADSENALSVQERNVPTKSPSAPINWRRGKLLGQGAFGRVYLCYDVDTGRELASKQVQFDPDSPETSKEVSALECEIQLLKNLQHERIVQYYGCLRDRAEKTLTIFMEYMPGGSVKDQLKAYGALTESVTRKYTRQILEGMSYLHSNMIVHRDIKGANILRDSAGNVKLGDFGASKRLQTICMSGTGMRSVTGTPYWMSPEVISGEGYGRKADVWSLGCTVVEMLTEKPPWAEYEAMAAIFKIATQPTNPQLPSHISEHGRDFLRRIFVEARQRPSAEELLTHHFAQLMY
# Active calls of the source: *; · = no result given. An excerpt; the hit share may differ from the screen's.
nr	structure	SUMO HTRF inh	CRFR2-BP ag	FID counter	HCV NS3 hel inh	MEKK2mut PB1 HTS
1	Oc1ccccc1-c1nc2ccccc2nc1-c1ccccc1	22	-1.1	-17	-5	-1
2	CCC(C(=O)Nc1cccc(OC)c1)n1nc(C)c2c(C)n(-c3ccccc3)nc2c1=O (centres undefined)	3	-0.4	-38	-7	0
3	CCCN(CCC)S(=O)(=O)c1ccc(C(=O)Nc2nnc(-c3cc(OC)cc(OC)c3)o2)cc1	-14	0.6	-5	3	·
4	CCCCn1c(SCC(=O)NC2CCS(=O)(=O)C2)nc2ccccc2c1=O (centres undefined)	7	-0.8	-16	21	0
5	C/C(=N\NC(=S)NCCc1ccccc1)c1ccc(C)cc1	2	1.8	-9	-10	2
6	CC(C)c1ccc(COc2ccc(C(=O)N3CCOCC3)cc2)cc1	17	-1.3	-27	2	0
7	COc1ccc(/C=C2/C(=O)OCc3cc(OC)c(OC)cc32)c(OC)c1	-10	0.0	-20	-12	1
8	CC1CC(C)CN(C(=O)Cn2cc(C=O)c3ccccc32)C1 (centres undefined)	3	3.4	-16	-14	6
9	O=C(CCS(=O)(=O)c1ccccc1)Nc1nc(-c2ccccn2)cs1	·	3.5	-15	5	1
10	O=C(NCc1cccnc1)c1ccc(S(=O)(=O)N2CCCCCC2)cc1	14	-4.8	-10	3	-3
11	COc1ccc(CCN2C(=O)CC(Cc3ccc(C)cc3)C2=O)cc1OC (centres undefined)	5	-0.1	-26	-5	-4
12	Cc1coc2c1c(C)cc1oc(=O)c(CC(=O)NCCCN3CCCC3=O)c(C)c12	40	-1.4	-35	9	2
13	Cc1cccc(C)c1OCc1nc2ccccc2c(=O)n1/N=C/c1c[nH]c2ccccc12	-1	14	-8	-19	4
14	CCN(CC)S(=O)(=O)c1ccc(OC)c(NC(=O)c2ccc(=O)[nH]c2)c1	18	-2.7	-10	-4	-6
15	CCC1CCCCN1CCCNC(=O)c1ccc2c(c1)NC(=O)CS2 (centres undefined)	·	2.7	12	5	4

nr	GalR3 antagonist	CRFR2-BP antag	MEKK2 WT-MEK5	MEKK3 PB1 HTS
1	-4	-17	96	87
2	1	7	101	100
3	·	2	·	·
4	-5	-3	101	103
5	-4	-10	101	105
6	-3	-4	100	100
7	2	14	107	104
8	-1	17	106	100
9	·	-32	98	95
10	-3	-2	98	100
11	0	8	96	103
12	-4	5	102	98
13	-3	-20	96	100
14	-1	-8	97	97
15	-7	19	116	101

# Ordered by value in CRFR2-BP ag (falling): 3 of the compounds above
nr	compound	SUMO HTRF inh	CRFR2-BP ag	HCV NS3 hel inh	MEKK2mut PB1 HTS	GalR3 antagonist	CRFR2-BP antag	MEKK2 WT-MEK5	MEKK3 PB1 HTS
3	CCCN(CCC)S(=O)(=O)c1ccc(C(=O)Nc2nnc(-c3cc(OC)cc(OC)c3)o2)cc1	-14	0.6	3	·	·	2	·	·
7	COc1ccc(/C=C2/C(=O)OCc3cc(OC)c(OC)cc32)c(OC)c1	-10	0.0	-12	1	2	14	107	104
14	CCN(CC)S(=O)(=O)c1ccc(OC)c(NC(=O)c2ccc(=O)[nH]c2)c1	18	-2.7	-4	-6	-1	-8	97	97

# Carrying on:
nr	structure	SUMO HTRF inh	CRFR2-BP ag	FID counter	HCV NS3 hel inh	MEKK2mut PB1 HTS
16	O=C(NCc1ccco1)C1CCCN1C(=O)Nc1ccc(Cl)cc1 (centres undefined)	9	0.3	1	-2	-2
17	CCn1c(COc2ccc(C)cc2)nnc1SCC(=O)Nc1ccc2c(c1)OCCO2	1	1.5	-7	-2	3
18	O=S(=O)(Cc1ccccc1)Nc1cccc(Br)c1	2	-1.0	-1	1	0
19	COc1cc(OC)cc(C(=O)NC2=NCCS2)c1	12	0.2	-7	0	5
20	Cc1cccc(NC(=O)CN2CCC(C(=O)c3ccc4c(c3)OCCO4)CC2)c1	-8	0.4	5	-5	7
21	CCOCC(=O)Nc1nnc(COCC)s1	-6	0.5	0	2	·
22	COc1cccc(-n2c(SCC(N)=O)nc3ccccc3c2=O)c1	11	-1.1	-15	1	1
23	Cc1nn(-c2ccccc2)c2sc(C(=O)N(CC(=O)NC(C)(C)C)Cc3ccco3)cc12	-24	3.5	-16	8	3
24	COCCSc1nnc(NS(=O)(=O)c2ccccc2)s1	4	-1.8	-11	-20	3
25	OC(COc1ccc(F)cc1Cl)CN1CCC(Cc2ccccc2)CC1 (centres undefined)	11	4.0	39*	-47	9
26	COc1ccc(OCC(=O)Nc2ccc(NC(=O)c3cccs3)cc2)cc1	13	-3.4	-17	9	3
27	COC(=O)c1cc(S(=O)(=O)N2CCN(c3cccc(OC)c3)CC2)cn1C	·	-0.3	-30	-18	1
28	COc1ccccc1CNC(=O)COc1ccccc1OC	-13	0.7	-9	2	0
29	N#CCC(=O)N1CCn2c1nc1ccccc12	4	0.3	-2	1	0
30	Cc1cccc(N(CC(=O)NCc2ccccc2)C(=O)CCC(=O)Nc2nccs2)c1	-19	-0.2	-34	-2	-1

nr	GalR3 antagonist	CRFR2-BP antag	MEKK2 WT-MEK5	MEKK3 PB1 HTS
16	-10	4	97	91
17	4	-21	107	106
18	-14	-8	101	105
19	-5	-12	101	99
20	-10	9	99	101
21	-1	14	·	·
22	-1	-7	103	107
23	-2	-36	107	108
24	-2	23	97	100
25	-13	-9	126	99
26	-7	5	94	95
27	3	-9	99	101
28	-3	-8	101	96
29	4	-21	99	100
30	-9	-17	100	102

# Continued:
nr	structure	SUMO HTRF inh	CRFR2-BP ag	FID counter	HCV NS3 hel inh	MEKK2mut PB1 HTS
31	Cc1ccccc1NC(=O)N1c2ccccc2CC1C (centres undefined)	5	-1.5	0	1	-1
32	Cc1cc2c(=O)n(C)c(SCC(=O)c3cc4ccccc4o3)nc2s1	12	-1.4	-3	6	-2
33	Cc1ccc(C(=O)N/C(=C\c2cccs2)C(=O)N2CCCCCC2)cc1	13	-2.0	-27	2	2
34	Cc1ccc(C(=O)C(C)[n+]2cccc(C(N)=O)c2)cc1 (centres undefined)	2	0.4	0	-3	-3
35	COCCNC(=O)c1ccccc1NC(=O)C1COc2ccccc2O1 (centres undefined)	23	-0.7	-11	4	-3
36	COc1ccc2c(CC(=O)Nc3nccs3)coc2c1	8	-1.7	11	6	-12
37	Cc1cc(C)n2cc(CSCc3ccco3)nc2n1	14	4.2	-9	-8	-2
38	CCOc1ccc(C(C(=O)Nc2ccc(F)cc2)N(C(=O)Cn2nnc3ccccc32)C2CC2)cc1 (centres undefined)	10	-0.7	-31	-9	-5
39	COC(=O)C1=C(N)Oc2cc(C)n(Cc3cccnc3)c(=O)c2C1c1ccccc1OC (centres undefined)	25	-0.3	-5	8	2
40	COc1cc(/C=C(\C#N)c2ccccn2)ccc1OCc1ccc(Cl)cc1	-22	-1.4	-9	-9	11
41	O=C(CSc1cccc[n+]1[O-])Nc1cc([N+](=O)[O-])ccc1Cl	7	0.3	-1	4	0
42	Cc1ccc(Cn2c(CN3CCOCC3)nc3c2c(=O)n(C)c(=O)n3C)cc1	20	-4.5	-23	-2	3
43	Cn1c(=O)[nH]c(=O)c2c1nc(N1CCN(Cc3ccccc3)CC1)n2CCSc1ncccn1	24	-2.2	-23	5	7
44	Cc1nc2ccc(F)cc2cc1C(=O)Nc1ccc(Cl)c(Cl)c1	17	2.0	-1	5	-1
45	CCOc1ccc(Oc2nc(C)cc(OC)n2)nn1	8	2.0	2	2	-1

nr	GalR3 antagonist	CRFR2-BP antag	MEKK2 WT-MEK5	MEKK3 PB1 HTS
31	-6	16	91	81
32	-1	5	98	102
33	-2	-16	100	100
34	0	13	101	99
35	-3	-2	97	100
36	1	-9	87	96
37	-3	11	100	94
38	2	-5	85	92
39	-4	2	106	103
40	-10	-8	116	102
41	-1	-21	100	102
42	3	-10	105	112
43	·	-23	104	100
44	-6	7	100	114
45	3	-20	98	97

# Continued:
nr	structure	SUMO HTRF inh	CRFR2-BP ag	FID counter	HCV NS3 hel inh	MEKK2mut PB1 HTS
46	CC1=CC(C)(C)n2c(O)c(N=N)c3c(C)ccc1c32	11	-0.5	-15	-8	5
47	CCc1ccc(OCC(=O)NNC(=O)c2nn(CC)c(=O)c3ccccc23)cc1	19	-2.4	-22	5	·
48	Cc1onc(-c2ccccc2)c1-c1ccnn1S(=O)(=O)c1ccc(Cl)cc1	-10	0.0	-15	-3	-2
49	Cc1[nH]c2ccccc2c1/C=C(\C#N)C(=O)NCc1ccccc1	29	0.4	1	-14	134*
50	CC(C)CN(C(=O)COC(=O)c1ccc2c(c1)NC(=O)CS2)C1CCS(=O)(=O)C1 (centres undefined)	2	1.4	-20	-1	2
51	O=C(Nc1ccccc1)N(C1=NCCC1)c1ccc(OC(F)F)cc1	13	2.2	0	-1	3
52	c1ccc(-c2nnc3n2NC(c2ccc4c(c2)OCO4)S3)cc1 (centres undefined)	7	0.0	-15	0	8
53	COc1ccc(C(=O)n2nc(-c3ccc(C)cc3)nc2N)cc1OC	11	0.7	-7	-1	2
54	Cc1ccc(S(=O)(=O)N2CCN(C(=O)CCn3nc(C)c(C)c3C)CC2)cc1C	14	3.2	-40	2	1
55	CCCCN(C(=O)CSc1nncn1-c1ccccc1OC)c1c(N)n(Cc2ccccc2)c(=O)[nH]c1=O	-3	2.3	-32	6	0
56	Cc1cc2c(cc1C)NC(c1nc3ccccc3[nH]1)C1=C(CC(C)(C)CC1=O)N2 (centres undefined)	-11	-1.4	-5	-3	·
57	Cc1cc2c3c(c1C)C1(C(=O)N3C(C)(C)CC2C)C(C#N)=C(N)Oc2cc(O)ccc21 (centres undefined)	-21	-0.2	-35	-10	0
58	CC(C)=C(NC(=O)c1ccccc1)C(=O)NC(Cc1ccccc1)C(=O)O (centres undefined)	-9	-0.6	-9	-8	-9
59	C[C@@H](C(=O)Nc1ccccc1N1CCOCC1)N1C(=O)C2CC=CCC2C1=O (some centres undefined)	7	-2.2	-14	-4	-4
60	Brc1ccccc1Cn1c(-c2cncs2)nc2ccccc21	13	-1.6	-20	-14	4

nr	GalR3 antagonist	CRFR2-BP antag	MEKK2 WT-MEK5	MEKK3 PB1 HTS
46	-4	-29	100	104
47	-3	7	·	·
48	-5	10	92	99
49	5	-12	15*	108
50	1	-18	105	101
51	-5	-3	101	100
52	-9	3	103	106
53	-6	0	98	99
54	-8	6	100	100
55	-3	20	102	101
56	0	5	·	·
57	3	-4	94	102
58	-1	-5	96	98
59	2	4	96	94
60	-1	13	97	100

# More results
nr	structure	SUMO HTRF inh	CRFR2-BP ag	FID counter	HCV NS3 hel inh	MEKK2mut PB1 HTS
61	CCN(CC)CCOC(=O)c1ccc(NC(=O)C2(c3ccccc3)CCCC2)cc1	12	8.1	26	-52	8
62	Oc1ccc(Br)cc1/C=N/N1CCCCC1	26	0.4	2	15	-2
63	COc1ccccc1C(=O)Nc1ccc(NC(=O)C2CCCCC2)nc1	2	-0.1	-21	-3	-6
64	C(=Nc1ccc(Nc2ccccc2)cc1)c1ccc2ccccc2c1	-15	-2.0	11	-113	-6
65	NCCCCCNC(=O)/C=N\O	21	-1.1	-2	-12	3
66	C[C@H](NC(=O)COc1ccc(Cl)cc1)C(=O)N1CCC2(CC1)NCCc1[nH]cnc12	·	-1.8	13	3	2
67	Cc1ccc(C)c(NC(=O)C(CC(=O)O)Cc2ccccc2)c1 (centres undefined)	26	-0.4	-7	3	14

nr	GalR3 antagonist	CRFR2-BP antag	MEKK2 WT-MEK5	MEKK3 PB1 HTS
61	-4	-13	122	107
62	6	-32	104	104
63	-3	5	96	94
64	·	12	56	86
65	-1	-2	102	104
66	2	7	102	103
67	-5	-3	104	107

# Screens (PubChem)
